# Screens deposited in PubChem by several laboratories.
# GPR7 antagonist: blocks human GPR7 receptor signaling; P48145; GPR7-expressing cells, fluorescence antagonist assay; inhibition, % at 4.4 µM; actives 1.1% (n = 290,000); AID 1861; in the data active = inhibition above about 16%, passing the limit was not always enough;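 also: cells stimulated with the agonist NPW; 0% = agonist with vehicle and 100% = vehicle without agonist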
# M18AAP inhibitor: PfM18AAP enzyme inhibition | recombinant PfM18AAP, H-Glu-NHMec fluorogenic cleavage | inhibition, % at 7.35 µM | actives 1.2% (n = 290,000);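 active = inhibition above the campaign mean inhibition over all tested compounds plus 3 SD, cut at about 28% in these data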;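 also: 0% = plate median of test compound wells and 100% = 2 mM ZnCl2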
# IMP-1 inh: inhibitors of Pseudomonas aeruginosa IMP-1 metallo-beta-lactamase; actives 0.45% (n = 290,000); purified IMP-1, nitrocefin hydrolysis, epi-absorbance fluorescence; inhibition, % at 5.6 µM;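 active = inhibition above the mean plus 3 SD of all compounds in the same screening run, cut at about 4.5% in these data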;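 also: 0% = IMP-1 with DMSO and 100% = DMSO wells lacking enzyme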
#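 System: purified IMP-1 / Input: IMP-1 dispensed at 0.2 nM / Medium: 50 mM HEPES pH 7.1, 50 µM ZnSO4, 0.05% Brij 35 / Timing: 15 min enzyme–compound preincubation, then 25 min nitrocefin reaction, 25 °C / Technique: plate fluorescence quenching by hydrolysis product, ex 480/em 530 nm / Repeats: singlicate testing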
# IDE cell activ: activators of human insulin-degrading enzyme in cells | actives 0.073% (n = 340,000) | HEK cells, FAbeta-B cleavage, fluorescence polarization; 0% vehicle, 100% cell-free pure enzyme wells | AID 493087 | P14735 | activation, % at 5.96 µM;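 active = activation above the mean of all tested compounds plus 3 SD, set per screening campaign, cut at about 17% in these data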
# NALP1 yeast inh: NALP1 inhibition. S. cerevisiae NALP1/ASC/caspase-1 growth, X-gal OD620, 72 h. inhibition, % at 10 µM. actives 0.61% (n = 280,000). AID 2071; in the data active = inhibition mostly above about 24%, no sharp cut-off; inactive = mostly below about 32%; also: some compounds called inactive have numbers as strong as hits
# PHOSPHO1 block: PHOSPHO1 (human) inhibition. Q8TCT1. actives 1.1% (n = 290,000). recombinant PHOSPHO1, absorbance phosphatase assay. AID 1565. inhibition, % at 13.3 µM; in the data active = inhibition above about 60%
# pCIP destab: lowers stability of the mouse p/CIP coactivator protein; Q05BA5; F442A p/CIP-EGFP cells, EGFP fluorescence, 16 h; decrease of EGFP signal, % at 10 µM; actives 0.01% (n = 290,000);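 active = EGFP signal decrease of at least 30% at 10 µM or well 3 SD below plate mean, unless failing retest; inactive = the rest, including hits failing retest or dose response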; also: some compounds called inactive have numbers as strong as hits; many of its hits are not listed in these tables
# Target sequence (Q05BA5 1-1403): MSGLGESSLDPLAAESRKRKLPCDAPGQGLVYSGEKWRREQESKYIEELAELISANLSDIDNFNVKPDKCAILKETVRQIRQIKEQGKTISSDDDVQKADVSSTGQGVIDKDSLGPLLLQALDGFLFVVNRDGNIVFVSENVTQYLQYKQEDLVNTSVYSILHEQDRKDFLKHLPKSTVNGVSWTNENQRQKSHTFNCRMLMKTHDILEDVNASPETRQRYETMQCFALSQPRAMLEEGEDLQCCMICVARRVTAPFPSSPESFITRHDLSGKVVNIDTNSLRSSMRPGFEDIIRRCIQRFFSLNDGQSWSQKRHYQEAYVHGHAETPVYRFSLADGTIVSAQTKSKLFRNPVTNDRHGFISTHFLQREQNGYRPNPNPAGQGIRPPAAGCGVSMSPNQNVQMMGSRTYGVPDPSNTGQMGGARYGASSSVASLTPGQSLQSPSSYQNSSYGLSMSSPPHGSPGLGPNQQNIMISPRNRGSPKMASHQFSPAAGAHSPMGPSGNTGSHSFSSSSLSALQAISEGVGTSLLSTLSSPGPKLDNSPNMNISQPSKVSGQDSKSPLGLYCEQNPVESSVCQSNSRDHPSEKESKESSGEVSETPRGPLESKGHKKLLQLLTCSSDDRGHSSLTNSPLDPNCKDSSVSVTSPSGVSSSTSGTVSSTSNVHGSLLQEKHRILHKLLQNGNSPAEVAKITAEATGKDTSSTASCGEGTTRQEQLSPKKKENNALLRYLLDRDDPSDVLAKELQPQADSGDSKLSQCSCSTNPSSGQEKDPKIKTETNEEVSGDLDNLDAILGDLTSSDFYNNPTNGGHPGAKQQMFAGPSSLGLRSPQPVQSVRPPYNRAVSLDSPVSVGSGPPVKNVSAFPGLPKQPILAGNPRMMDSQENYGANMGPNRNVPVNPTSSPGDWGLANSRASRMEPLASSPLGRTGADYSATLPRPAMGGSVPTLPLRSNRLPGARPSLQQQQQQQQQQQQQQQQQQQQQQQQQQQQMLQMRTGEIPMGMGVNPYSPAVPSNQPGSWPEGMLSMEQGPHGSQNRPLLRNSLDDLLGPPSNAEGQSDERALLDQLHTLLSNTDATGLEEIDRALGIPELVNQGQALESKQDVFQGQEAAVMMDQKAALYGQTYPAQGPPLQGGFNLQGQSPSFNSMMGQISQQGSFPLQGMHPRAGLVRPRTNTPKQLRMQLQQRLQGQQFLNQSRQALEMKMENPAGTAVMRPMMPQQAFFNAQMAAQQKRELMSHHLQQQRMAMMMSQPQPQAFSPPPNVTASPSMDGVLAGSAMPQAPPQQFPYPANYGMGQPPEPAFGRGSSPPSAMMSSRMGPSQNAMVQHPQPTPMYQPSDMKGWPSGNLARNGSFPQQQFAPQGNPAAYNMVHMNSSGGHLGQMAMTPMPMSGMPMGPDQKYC
# IDE inh: inhibitors of human insulin-degrading enzyme in cells | P14735 | HEK cells, FAbetaB cleavage, fluorescence polarization | inhibition, % at 5.59 µM | actives 0.41% (n = 320,000);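 active = percent inhibition above the average of all tested compounds plus 3 SD, set per screening campaign, cut at about 16% in these data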;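 also: IDE supplied by intact live HEK cells; FP after avidin binding of uncleaved biotin substrate so inhibition keeps polarization high; 0% = DMSO wells and 100% = 60 µM reference IDE inhibitor Ii1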
# VIM-2 inh: blocks Pseudomonas aeruginosa VIM-2 metallo-beta-lactamase. purified VIM-2, nitrocefin hydrolysis, epi-absorbance fluorescence. inhibition, % at 5.6 µM. AID 1527. actives 0.89% (n = 290,000);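 active = inhibition above the mean of all tested compounds plus 3 SD, cutoff set per screening run, cut at about 7.5% in these data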;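 also: red hydrolysis product quenches plate fluorescence so inhibitors raise well fluorescence; 0% = enzyme with DMSO and 100% = DMSO without enzyme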
# An asterisk follows results filed as active; x = not tested or not shown.
SMILES	GPR7 antagonist	M18AAP inhibitor	IMP-1 inh	IDE cell activ	NALP1 yeast inh	PHOSPHO1 block	pCIP destab	IDE inh	VIM-2 inh
COc1ccc(S(=O)(=O)N(C)c2ccc(C(=O)Nc3cccnc3)cc2)cc1OC	-28	1	-2.4	0	9	42	-15	x	-0.8
CC(=O)N1c2ccc(S(=O)(=O)CCC(=O)O)cc2CC1C (centres undefined)	-14	-3	-4.3	4	-6	40	-11	6	-3.6
O=C(NNC(=S)Nc1ccccc1Cl)C1CC1	-8	1	-2.5	3	24	16	-11	1	-4.9
CCOc1ccc(NC(=O)CSc2nc3[nH]ncc3c(=O)n2-c2ccccc2OC)cc1	7	6	0.1	-38	24	-12	-5	62*	-2.3
CC1CN(C(=O)C2CCCC2)C(C)CN1C(=O)C1CCCC1 (centres undefined)	-11	-1	-4.5	7	23	60*	0	1	0.6
CC(=O)N1CCN(CC(=O)Nc2sccc2C#N)CC1	-9	-4	-2.7	0	-3	33	10	5	-2.5
CCC12CN3CC(CC)(CN(C1)C31C(=O)N(C)c3ccc(C)cc31)C2=O (centres undefined)	x	x	x	-2	10	20	-1	3	x
COc1ccc(C(=O)c2ccc(OC)c(OC)c2)cc1OC	-6	-1	-2.7	0	-3	52	1	-1	-2.6
COc1cc(/C=C2\SC(=S)N(N3CCOCC3)C2=O)cc(OC)c1OC	-14	8	-2.2	-1	9	-4	-4	0	-1.2
CCOc1c(OC)cc(C2C(C#N)=C(N)Oc3n[nH]c(-c4ccncc4)c32)cc1OC (centres undefined)	4	9	-2.0	-1	11	14	-5	-1	2.6
Cc1ccc(NC(=O)c2nc[nH]c2C(=O)N2CCC(C)CC2)cc1	x	x	x	-7	x	44	-3	2	x
O=C(COC(=O)/C=C/c1ccccc1)Nc1ccccc1Br	-1	-11	-2.3	-1	24	-12	0	4	-3.8
COC(=O)c1ccc(Sc2ccc(Cl)cc2)c(N)c1	17	-13	-2.4	2	-4	-1	4	3	-1.3
CNC(=O)C1C2C=CC3(O2)C1C(=O)N(C1CC1)C3C(=O)NCc1ccc(OC)cc1 (centres undefined)	25*	1	-1.4	1	-4	6	-10	-1	-2.1
Cc1c(C(=O)N2CCCCC2)sc(NC(=O)C(C)C)c1C#N	1	6	-2.9	-4	-11	24	-10	-3	1.8
COC(=O)CSC1=C(C#N)C(c2ccccc2OC)C(C(=O)OC)C(=O)N1 (centres undefined)	-10	-1	-1.8	5	-8	7	-6	-2	2.0
COc1ccc(C(CC(=O)NCc2ccccc2)Sc2n[nH]c(-c3ccccc3)n2)cc1 (centres undefined)	0	-6	-4.2	0	17	-5	7	0	1.2
O=C(NCc1ccccc1)Nc1cccn(Cc2ccc(F)cc2)c1=O	3	6	0.1	3	16	-2	4	4	-2.6
COc1ccc(Cl)cc1S(=O)(=O)N1CCCC(C(=O)NCCc2ccccc2)C1 (centres undefined)	-1	5	-3.0	9	14	48	-16	1	-2.6
CCOC(=O)C1=NN(c2ccc(F)cc2)C2=NC(C)=C(C(=O)OC)C(c3cccs3)N12 (centres undefined)	5	9	1.3	9	x	x	x	7	0.2
COc1ccc(CCNC(=O)C2CCCN(S(C)(=O)=O)C2)cc1OC (centres undefined)	-3	4	-3.3	2	22	10	4	3	-1.8
COc1ccc(S(=O)(=O)N2CCC(C(=O)N3CCCCC3)CC2)cc1	10	-1	-1.3	3	17	12	-9	-5	-2.2
CCc1ccc(NC(=O)C2CCN(S(=O)(=O)c3c(C)noc3/C=C/N(C)C)CC2)cc1	2	-4	-1.5	-3	3	7	9	8	-1.4
COc1ccc(C=NCC2COc3ccccc3O2)cc1OC (centres undefined)	-11	-8	0.4	7	25	3	6	2	-2.1

# Part of the list above, reduced to IMP-1 inh.
compound | IMP-1 inh
CNC(=O)C1C2C=CC3(O2)C1C(=O)N(C1CC1)C3C(=O)NCc1ccc(OC)cc1 (centres undefined) | -1.4
Cc1c(C(=O)N2CCCCC2)sc(NC(=O)C(C)C)c1C#N | -2.9
COC(=O)CSC1=C(C#N)C(c2ccccc2OC)C(C(=O)OC)C(=O)N1 (centres undefined) | -1.8

# (listing goes on)
SMILES	GPR7 antagonist	M18AAP inhibitor	IMP-1 inh	IDE cell activ	NALP1 yeast inh	PHOSPHO1 block	pCIP destab	IDE inh	VIM-2 inh
COc1ccc(/C=N/n2cnn(Cc3ccccc3Cl)c2=S)cc1	5	34*	-1.2	4	11	-98	-21	4	2.1
CC(C)NC(=O)NC(=O)COC(=O)C1(C)CC1(Cl)Cl (centres undefined)	-1	-3	-6.3	-1	4	32	7	6	-1.3
Cc1ccc(C(=O)CSc2nnc(C)s2)cc1	-2	-5	-2.7	5	27	-40	-10	-1	-3.7
COc1cccc(OCc2nnc(SCC(=O)NCc3ccco3)n2CCc2ccccc2)c1	-3	10	-1.8	2	9	62*	-10	1	-3.9
CCc1c(C)nc2ncnn2c1N1CCC(C(=O)NCc2cccs2)CC1	-6	-6	-2.7	1	-10	-8	-8	-1	-1.4
CC(C)(C)NC(=O)CSc1nc(-c2ccccc2)c(-c2ccccc2)[nH]1	-4	-5	-1.4	-6	-9	12	-4	5	-3.0
Cn1c(SCC(=O)c2ccccc2)nnc1-c1ccccn1	-10	-13	-2.9	6	13	11	-4	4	-0.3
O=C(CN1CCC(Cc2ccccc2)CC1)NC(=O)NCc1ccco1	6	6	-2.2	7	12	-5	-13	-4	1.6
CCC(O)C1CCN(C(=O)c2ccc(OC3CCN(Cc4ccccn4)CC3)cc2)CC1 (centres undefined)	-8	2	-4.1	0	-9	70*	-18	7	-1.5
CCOc1cc(C(=O)N=c2sccn2C)cc(Br)c1OC	-20	-6	-1.6	-1	19	16	-7	-1	2.5
CCCCN(CCCC)C(=S)N/N=C/c1c(C)[nH]n(-c2ccccc2)c1=O	-16	4	-2.2	3	12	-1	-8	1	-2.0
COCCCn1c(SCC(=O)OC2CCCCC2)nnc1-c1cccs1	4	-3	0.2	4	1	18	-3	6	0.2
Cc1cc(=O)n2c(-c3ccc(Cl)cc3)csc2n1	-9	5	-3.0	8	x	22	4	-1	-2.0
Cn1cc(CN2CCC(C(O)c3cccs3)CC2)c(-c2ccccc2F)n1 (centres undefined)	0	1	-2.7	5	-20	24	-2	2	-3.5
c1ccc(C[n+]2c(-c3ccccc3)csc2Nc2ccccc2)cc1	0	-5	-2.9	0	23	4	1	10	-2.2
CC(=O)O/N=C(/C)c1ncc(C(F)(F)F)cc1N1CCOCC1	-4	8	-0.2	3	8	8	-10	-4	-2.5
COc1ccc(OC)c(NC(=O)C2CCCN(S(C)(=O)=O)C2)c1 (centres undefined)	-11	0	-2.5	4	-7	40	-9	2	-1.9
CCCC1=Nc2cc(C(=O)NCCCOC(C)C)ccc2Sc2ccccc21	3	2	-3.7	1	9	17	-9	0	-2.9
Fc1ccc(CSc2nnc(CN3CCOCC3)n2-c2ccccc2)c(Cl)c1	-2	-3	-6.8	3	1	21	-6	1	-6.2
Cc1ccc(NC(=S)N(CCCN2CCN(C)CC2)Cc2cccs2)cc1	-5	3	-3.3	1	12	32	-49	0	-7.5
Cc1cccc(C)c1N1C(=O)CC(N(O)c2ccccc2)C1=O (centres undefined)	-4	-12	-4.7	-1	-5	-18	0	12	-1.1
Cc1ccc(C(=O)NNc2ncnc3ccccc23)cc1	-7	19	-4.5	3	x	-1	-12	3	-5.0
Cc1ccc(C)c(NC(=S)NNC(=O)c2ccc(Br)o2)c1	-1	-3	-1.8	1	2	-59	-8	2	-0.7
FC(F)Sc1ccc(NC(=S)N2CCN(c3ccccn3)CC2)cc1	10	2	-2.4	-2	21	22	-10	x	-3.2
O=C(NCc1cccc(Cl)c1)C1CCCO1 (centres undefined)	-8	-9	-0.2	4	32*	48	-7	2	0.4
COC(CNC(=O)c1coc2nc3ccccc3nc12)OC	-16	10	-3.3	-3	x	34	-3	-1	-1.4
Cn1cc(SCC(=O)Nc2ccc3c(c2)OCO3)c2ccccc21	14	-3	-1.0	1	0	72*	14	0	-0.6
O=C(NCCCn1cccn1)C1CCC(=O)N(Cc2ccccc2F)C1 (centres undefined)	-2	-4	-0.8	-2	5	29	0	-7	-1.8
C/C(CCc1ccccc1)=N/NC(=O)C(=O)NCc1ccccc1	17	2	-0.1	5	5	23	-11	1	1.1
CCCCOCCCNC(=O)CC(C)c1ccccc1 (centres undefined)	7	-8	-2.7	7	23	0	13	-8	-5.1
CCOc1ccccc1N1CCN(Cc2cn[nH]c2-c2ccc(F)cc2)CC1	-17	-1	-0.9	7	-5	-6	-8	1	-4.2
COc1ccccc1N1CCN(/N=C\c2ccc(C)o2)CC1	-3	-26	-1.9	5	24	19	0	12	-0.9
COc1cccc(C(=O)NNC(=O)c2ccccc2-n2cccc2)c1	-10	5	-3.6	5	10	32	-8	2	-4.7
COc1ccccc1NC(=O)CN(C)S(=O)(=O)c1ccc2c(c1)CCC(=O)N2	12	-3	0.4	-2	12	-7	-9	-2	-3.0
O=C(Cn1c(=O)oc2ccccc21)Nc1ccccc1C(F)(F)F	4	-4	-0.1	3	23	33	3	1	-0.3
Cc1ccc(C(=O)Nc2ccc(N3CCOCC3)nc2)cc1	3	3	-2.9	0	-3	50	-8	3	-1.6
COC(=O)CNC(=O)CN1C(=O)N(c2ccc(Cl)cc2)C(N(O)C(=O)Nc2ccc(Cl)cc2)C1(C)C (centres undefined)	-8	0	-0.5	0	3	-13	2	3	-1.8
Cc1ccc(N(CN2CCCC2=O)C(=O)c2ccc(OC(C)C)cc2)cc1	-1	-10	-2.8	-4	x	-20	-10	8	1.5
N#C/C(=C\c1c(Cl)cccc1Cl)c1nn(-c2ccccc2)c(-n2cccc2)c1C#N	-12	4	-3.1	8	11	4	-7	3	-3.3
CC(C)(C)S(=O)(=O)/C(C#N)=C/Nc1ccccn1	-9	-6	-1.2	x	0	16	-13	2	-0.6
Cc1nn(Cc2ccc(F)cc2)c(C)c1NC(=O)c1cc(-c2ccc3c(c2)OCO3)on1	-10	-3	-3.9	4	17	-19	-24	-1	-3.4
CN(Cc1ccccc1)S(=O)(=O)c1ccc2c(c1)NC(=O)CC(=O)N2	-3	-12	-1.5	3	-2	2	1	-2	0.2
Cc1ccc(S(=O)(=O)NC2=NCN(C3CCN(Cc4ccccc4)CC3)CN2)cc1	-5	-10	0.1	4	6	14	-12	0	-1.7
NC(=O)c1cnn(-c2ccc3ccccc3c2)c1N	-4	1	-3.0	-4	-14	12	1	-4	-2.3
CC1=C(C(=O)OCc2ccccc2)C(c2ccc(-c3ccccc3)cc2)NC(=O)N1CCCCCC(=O)O (centres undefined)	-1	4	-3.4	1	16	-4	-5	1	-5.1
CCNC(=O)COC(=O)CCC(=O)c1ccc(F)cc1	-18	3	-3.3	1	x	38	-4	-3	-0.9
